# ERK EGF inh – EGF-driven ERK pathway inhibition; HEK293-V1b, EGF-stimulated phospho-ERK AlphaScreen; Potency, µM (series often up to 11.5 µM), for inactives: at the top dose activity change, negative = inhibition, hits mostly inhibitors; 130,000 compounds, 0.41% hits; AID 1454; active = well fitted inhibition curve with a large enough effect; inconclusive = small, poorly fitted or top-dose-only effect, or effect the other way;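 also: plate controls were stimulated vehicle wells for no effect and unstimulated vehicle basal for full effect; nearly all actives have a fitted effect of over 55% in size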
#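 Concentration-response of compounds against EGF-driven ERK phosphorylation in V1b-expressing HEK293 cells; 30 min preincubation, 5 min EGF, AlphaScreen detection; Normalized to DMSO basal and 25 nM EGF.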
# Numbers without * were called inactive; ? = inconclusive; & = joins results of further samples; [ ] = another dose, or the depositor's remark. Potency is read from the fitted curve at half-maximal effect.
SMILES,ERK EGF inh
COC(=O)c1c(NC(=O)CN2CCC3(O)CCCCC3C2c2ccc(OC)cc2OC)sc(C)c1C (stereo not given),5%
O=c1c([N+](=O)[O-])c(NCCN2CCCCCC2)c2ccccc2n1-c1ccccc1,2%
Cc1cc(C)cc(C(=O)Nc2ccc3[nH]c(=O)[nH]c3c2)c1,?
Cc1ccccc1-n1c(C)nnc1SCc1cc(=O)oc2ccc3ccccc3c12,8%
Cc1cc(C)nc(NC(=S)Nc2cccc(Cl)c2Cl)c1,-7%
COc1ccc([N+](=O)[O-])cc1NC(=O)COC(=O)/C=C/c1ccco1,-1%
Cc1ccccc1Cn1c2ccccc2c2cnn(CC(=O)NCc3ccco3)c(=O)c21,-14%[57.5 µM]
Cc1ccc(NC(=O)Cn2nc(-c3ccccc3Cl)ccc2=O)c(Br)c1,1%
CC(=O)c1ccc(NC(=S)NCCc2ccc(S(N)(=O)=O)cc2)cc1,7%
CCOc1ccccc1N1CC(C(=O)Nc2ccc3c(c2)OCCO3)CC1=O (stereo not given),1%
COC(OC)c1ccnc(-c2ccc(OC(C)=O)cc2)n1,-4%
CC1CCCN(Cc2nc(Cc3ccccc3Cl)no2)C1 (stereo not given),1%
O=C(NCc1n[nH]c(=S)n1-c1ccccc1)c1cccs1,-3%
Cc1cc(C(=O)CCl)c(C)n1CCc1ccccc1,32%
CCOC(=O)Cn1c(=O)cc(C)c2cccc(C)c21,-5%
COc1cc(/C=N/NC(=O)C(N)=O)cc(OC)c1O,-15%
O=C(CSc1ccc2ccccc2n1)NCCC1=CCCCC1,-7%
O=C(c1cc(S(=O)(=O)N2CCCCC2)ccc1N1CCOCC1)N1CCN(Cc2ccccc2)CC1,-1%
CC(C)CC(N)c1cn([C@@H](CCC(=O)O)C(=O)N2CCNCC2)nn1 (stereo not given in full),-13%[57.5 µM]
Cn1cccc1/C=C1\SC(=Nc2ccccc2)NC1=O,6%[57.5 µM]
C=C(C)CNC(=O)c1ccc(OC2CCN(S(=O)(=O)N(C)C)CC2)cc1,-4%
O=C(Nc1cccs1)Nc1c(F)cc(F)cc1Br,2%
COC(=O)c1ccn(Cc2ccccc2Cl)n1,6%[57.5 µM]
CCN1C(=O)c2ccccc2Sc2ccc(C(=O)NCCN3CCOCC3)cc21,-5%
Cc1ccc(NC(=O)COC(=O)CSC(=S)N2CCOCC2)cc1C,1%
Cc1ccc(NC(=S)Nc2cc(C(=O)O)ccc2N2CC3CC(C2)c2cccc(=O)n2C3)cc1C (stereo not given),-9%[57.5 µM]
O=C(N/N=C/c1ccncc1)c1ccc(NC(=O)c2ccc(Cl)cc2)cc1,-4%
O=c1[nH]c(Cc2cccs2)nc2scc(-c3ccc(Cl)cc3)c12,-1%[57.5 µM]
Cc1ccc(NC(=O)CSc2n[nH]c(-c3ccco3)n2)c(C)c1,2%
Cc1ccccc1NC(=O)COC(=O)C1(C)CC1(Cl)Cl (stereo not given),-2%
CCOc1ccc(NC(=O)Nc2ccc(NC(C)=O)cc2)cc1,5%
CNc1ncc(C(=O)c2ccc(Br)cc2)s1,2%
Cc1cc(NC(=O)NC(C(F)(F)F)C(F)(F)F)no1,-14%[57.5 µM]
Cc1nn(-c2ccccc2)c(Cl)c1/C=N\NC(=O)c1cncc(Br)c1,4%
CC1(C)OCC(COC(=O)Nc2cccnc2)([N+](=O)[O-])CO1,4%
O=C(COC(=O)CCc1ccc(S(=O)(=O)N2CCOCC2)cc1)NCc1ccccc1,0%
Cc1ccc(CSCCNC(=O)c2ccccc2)cc1,-5%
CC(C)CN1CC2(CCN(C(=O)c3cccc(F)c3)CC2)C1,-10%
CC(=O)c1ccc(NC(=O)CSc2nccn2C)cc1,11%[57.5 µM]
COc1ccccc1Nc1nc(NCc2ccco2)c2ccccc2n1,?
CCN1CCC(NC(=O)Nc2ccc(F)cc2F)CC1,-6%
C=CCn1c(SCC(=O)N2N=C(c3ccco3)CC2c2ccco2)nnc1-c1ccncc1 (stereo not given),4%
O=C(Nc1ccc(S(=O)(=O)N2CCOCC2)cc1)c1ccc(Cl)cc1,-5%[57.5 µM]
CCOc1ccc(N2CC(C(=O)NCCN3C(=O)S/C(=C\c4ccc(OC)cc4)C3=O)CC2=O)cc1 (stereo not given),5%
Cc1nc(SCc2ccccc2F)c2cnn(-c3ccccc3)c2n1,0%
Cc1ccc(-n2ncc(C(=O)N3CCc4ccccc4C3)c2NC(=O)c2ccco2)cc1C,11%
Cn1c(=O)c2c(ncn2CC(=O)N/N=C/C=C/c2ccco2)n(C)c1=O,-3%[57.5 µM]
CCOc1ccc(CN(C)C(=O)c2cccnc2OCC)cc1OC,1%
CCOc1ccc(C(=O)NC(=S)Nc2ccc(NC(=O)CC)cc2)cc1[N+](=O)[O-],1%
CCc1c(C)nc(SCC(=O)N2CCN(c3ccccc3OC)CC2)[nH]c1=O,1%
COc1ccc(Cl)cc1C(=O)O/N=C(\N)c1ccc(Cl)cc1,1%
COc1ccc(OCC(=O)Nc2ccc(N3CCN(C(=O)c4ccccc4C)CC3)cc2)cc1,31%
O=C(COC(=O)/C=C/c1ccc(Cl)cc1)Nc1ccccc1-c1ccccc1,-1%
CCCCCc1nc2sc3c(c2c(=O)n1NC(=O)c1ccc([N+](=O)[O-])cc1)CC(C)(C)OC3,12%
O=C1CCCC(O)=C1N=Nc1ccc(C(=O)O)cc1,-1%[57.5 µM]
CCOC(=O)c1[nH]c(C)c(C(=O)OC)c1C,2%[57.5 µM]
CCc1ccc(S(=O)(=O)c2n[nH]n3c2nc(=O)c2ccccc23)cc1,0%
O=C(NN1CCCCC1)c1cnn2c(C(F)F)cc(-c3ccccc3)nc12,-2%
COc1ccc(NC(=O)CCN2CC(C)OC(C)C2)c(OC)c1 (stereo not given),-18%
O=C(O)c1cnn(-c2nc(-c3ccc(F)cc3)cs2)c1C(F)(F)F,-10%

# The list continues:
SMILES,ERK EGF inh
NC1=NC(c2cn[nH]c2-c2cccc(F)c2)n2c(nc3ccccc32)N1 (stereo not given),6%
Cc1cc(C(=O)COC(=O)c2ccc[nH]c2=O)c(C)n1-c1ccc(Br)cc1,0%
CCOc1ccc(NC(=O)C(C)NS(=O)(=O)c2ccc(NC(C)=O)cc2)cc1 (stereo not given),9%
COc1ccccc1CCNC(=O)c1cc(-c2ccncc2)nc2ccc(Br)cc12,-13%
O=C(CSc1nnc2ccccn12)Nc1ccccc1C(=O)O,3%
CCCCC(O)(CCCC)C(=O)NN(C(=O)OC)c1ccc(C)cc1,-9%[57.5 µM]
COc1ccc(NC(=S)N2CCc3cc(OC)c(OC)cc3C2)cc1,8%[57.5 µM]
COc1ccc(OC)c(/C=N/NC(=O)c2ccc3nc[nH]c3c2)c1,4%[57.5 µM]
Cc1nnc(SCc2ccc(C(=O)Nc3cc(Cl)ccc3C)cc2)s1,2%
COc1ccc(C2=NN(c3nc(C(=O)O)cs3)C(O)(C(F)(F)F)C2)c(OC)c1 (stereo not given),15%
CC(=O)NC(CC(=O)NC1CCCCC1)c1ccccc1 (stereo not given),5%
COc1cccc(NC(=O)c2cc([N+](=O)[O-])ccc2N2CCN(C)CC2)c1,10%
O=C(NCc1ccc(Cl)cc1)c1ccc(CNc2c(N3CCCC3)c(=O)c2=O)cc1,6%[57.5 µM]
CCOC(=O)N1CCC(N2C(=O)c3ccccc3C2Nc2ccc3c(C)cc(=O)oc3c2)CC1 (stereo not given),3%
O=C(Nc1ccc(Cl)cc1)Nc1ccccc1NS(=O)(=O)c1cccs1,?
COc1ccc(NC(=S)NC2CCN(Cc3ccccc3)CC2)cc1OC,-2%
CCC(C)(C)n1nnnc1C(c1cc(OC)ccc1OC)N1CCC(C(N)=O)CC1 (stereo not given),4%
COC(=O)[C@H](CCSC)NC(=O)Nc1ccc(S(N)(=O)=O)cc1,-14%[57.5 µM]
O=[N+]([O-])c1ccccc1Nc1ccccc1,?
Cc1ccc(S(=O)(=O)Nc2ccc3ccccc3n2)cc1,3%[57.5 µM]
O=C(CCc1ccccc1)NCC1OCCc2ccccc21 (stereo not given),-14%
CCn1c(=O)c2cc(C(=O)NCc3cccs3)sc2c2ccccc21,-27%[57.5 µM]
Cc1ccc(S(=O)(=O)NCCc2nnc3ccc(NCCCOC(C)C)nn23)cc1,-1%
O=C(Cc1ccccc1[N+](=O)[O-])NCCCN1CCOCC1,5%[57.5 µM]
Cc1c(C#N)c(NC(=O)C(C)C)n(Cc2ccccc2)c1C,-5%
CC(=O)Nc1ccc2c(c1)N(C(C)=O)c1ccccc1CC2,5%
Cc1cc(NCc2ccccc2)nc2ccccc12,1%
Nc1nc(N)c2nc(CNc3ccc(C(=O)NC(CCC(=O)O)C(=O)O)cc3)cnc2n1 (stereo not given),19%&1%
Cc1csc(NC(=O)/C=C/c2ccco2)n1,5%
Cc1ccc(OCc2nnc(SCC(N)=O)n2N)cc1,-6%
CN(C)c1cc(-c2ccc(Br)cc2)oc(=O)c1Cl,?
O=C(Nc1ccc2nc(-c3cccnc3)[nH]c2c1)C12CC3CC(CC(C3)C1)C2,-8%
COc1ccccc1NC(=O)c1ccc([N+](=O)[O-])cc1[N+](=O)[O-],2%
CC(N)=NCCCC(N)C(=O)O (stereo not given),1%
Cc1c(C(=O)O)oc2ccc(S(=O)(=O)NCCC3=CCCCC3)cc12,15%
CCOc1ccc(-c2ccc(SCC(=O)Nc3nnc(C)s3)nn2)cc1,1%
CCN(CCCNC(=O)C1c2ccccc2C(=O)N(CCOC)C1c1ccc(F)cc1)Cc1ccccc1 (stereo not given),-2%
O=C(C1=C[C@H](c2ccc3c(c2)OCO3)C[C@H](OCc2ccc(CO)cc2)O1)N1CCCCCCC1,-15%[57.5 µM]
N=C(N)SCc1ccc(Cl)cc1Cl,8%
NS(=O)(=O)c1ccc(CCNC(=O)CN2CCCCCC2)cc1,3%
COCCCNC(=O)CN(CCc1ccccc1)S(=O)(=O)c1ccc(OC)cc1,3%
O=C(N/C=C/n1cnc2cc(C(F)(F)F)ccc21)c1ccccc1,1%
Clc1cccc(NCc2nnc3n2CCCCC3)c1,-14%
CSCCC(NS(=O)(=O)c1c(Cl)cccc1Cl)C(=O)O (stereo not given),-5%
COC(=O)c1cn(C)c2ccc(S(=O)(=O)N3CCOCC3)cc2c1=O,-3%
COCCn1c(N)c(N(Cc2ccccc2)C(=O)C2CCCC2)c(=O)[nH]c1=O,7%
Cc1c(C(=O)NCc2cccnc2)oc2ccc(S(=O)(=O)N3CCCCC3)cc12,-5%
COc1ccccc1OCCNc1nc2c(c(=O)n(C)c(=O)n2C)n1C,3%
Cc1occc1-c1nnc(SCC(=O)c2ccc3c(c2)OCCO3)n1CC1CCCO1 (stereo not given),-4%[57.5 µM]
COc1ccc(-c2nc3ccccc3c(=O)n2CCOc2cc(C)ccc2C)cc1,-8%
CCCCNC(=O)COC(=O)CCC(=O)c1cccs1,2%
COc1ccc(NS(=O)(=O)c2ccc(NC(=S)NC(=O)c3cccnc3)cc2)nn1,-5%
CS(=O)(=O)c1ccc2nc(NC(=O)c3ccc(NS(=O)(=O)c4ccc(F)c(F)c4)cc3)sc2c1,-7%[57.5 µM]
Cc1oc(-c2ccccc2Cl)nc1CN(Cc1ccccn1)C[C@@H]1CCC(=O)N1,-5%
Nc1ccc(-c2nc3ncccc3o2)c(Cl)c1,-1%[57.5 µM]
Cc1cc(NC(=O)Nc2cccc(C)c2C)no1,-3%
O=C(Cc1c[nH]c2ccccc12)NC1(C(=O)NC2CCCCC2)CCCCC1,7%
Cc1cccc(Cn2c(N3CCCCC3C)nc3c2c(=O)[nH]c(=O)n3C)c1 (stereo not given),2%
Cc1ccc(NC(=O)Nc2cc(S(=O)(=O)N(C)C)ccc2C)cc1,4%
CC(=O)N1CCN(CC(=O)Nc2ccc(Cl)c(S(=O)(=O)N(C)C)c2)CC1,-2%

# (further entries)
SMILES,ERK EGF inh
Cc1ccc(OCCCC(=O)Nc2nc3ccccc3[nH]2)cc1,8%
O=C(O[C@@H]1Cc2c(O)cc(O)cc2OC1c1ccc(O)c(O)c1)c1cc(O)c(O)c(O)c1 (stereo not given in full),13%
CC(C)n1nc(C(=O)Nc2cccc(S(=O)(=O)NCc3ccco3)c2)c2ccccc2c1=O,-3%[57.5 µM]
C[C@H](O)[C@@H](C(=O)N1CCN(C(=O)OC(C)(C)C)CC1)n1cc(CCCCNC(=O)OC(C)(C)C)nn1,1%[57.5 µM]
Clc1ccc(Nc2ncn[nH]2)c(Cl)c1,?
COc1ccc(C[C@H]2CN3C(=NC[C@H]3C)N2CCNC(=O)c2ccc(C)c(Br)c2)cc1,-14%[57.5 µM]

# 15 neighbouring entries out of the list so far:
SMILES,ERK EGF inh
COC(=O)c1c(NC(=O)CN2CCC3(O)CCCCC3C2c2ccc(OC)cc2OC)sc(C)c1C (stereo not given),5%
O=c1c([N+](=O)[O-])c(NCCN2CCCCCC2)c2ccccc2n1-c1ccccc1,2%
Cc1cc(C)cc(C(=O)Nc2ccc3[nH]c(=O)[nH]c3c2)c1,?
Cc1ccccc1-n1c(C)nnc1SCc1cc(=O)oc2ccc3ccccc3c12,8%
Cc1cc(C)nc(NC(=S)Nc2cccc(Cl)c2Cl)c1,-7%
COc1ccc([N+](=O)[O-])cc1NC(=O)COC(=O)/C=C/c1ccco1,-1%
Cc1ccccc1Cn1c2ccccc2c2cnn(CC(=O)NCc3ccco3)c(=O)c21,-14%[57.5 µM]
Cc1ccc(NC(=O)Cn2nc(-c3ccccc3Cl)ccc2=O)c(Br)c1,1%
CC(=O)c1ccc(NC(=S)NCCc2ccc(S(N)(=O)=O)cc2)cc1,7%
CCOc1ccccc1N1CC(C(=O)Nc2ccc3c(c2)OCCO3)CC1=O (stereo not given),1%
COC(OC)c1ccnc(-c2ccc(OC(C)=O)cc2)n1,-4%
CC1CCCN(Cc2nc(Cc3ccccc3Cl)no2)C1 (stereo not given),1%
O=C(NCc1n[nH]c(=S)n1-c1ccccc1)c1cccs1,-3%
Cc1cc(C(=O)CCl)c(C)n1CCc1ccccc1,32%
CCOC(=O)Cn1c(=O)cc(C)c2cccc(C)c21,-5%

# The list is partial (hit frequency here may not be typical).
